Screens (PubChem)
Nrf2 inh: blocks Nrf2 signaling; A549 ARE-Fluc reporter, luciferase luminescence, 18-24 h; Potency, µM (top dose mostly 46 µM), without a hit: top-dose activity change, negative = inhibition, most hits filed as inhibitors; hit rate 2.1% among 360,000; AID 504444; further: potency means the concentration at half of the fitted maximal effect; on the % scale 0 is the no-effect control and ±100 the full control effect; nearly all actives have a fitted effect of over 60% in size
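Reporter: ARE-Fluc in A549. Exposure: 18-24 h, 37 °C, 5% CO2, 5% FBS OPTI-MEM. Readouts: fluorescent cytotoxicity (CellTiter-Fluor), then luminescent Nrf2 signal after BugLite.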
Akt phos inh: inhibitors of Akt phosphorylation. Neuro2A IGF-stimulated pAkt S473 HTRF, 20 min; active compounds read low. activity change, % for hits at 50 µM. hit rate 0.32% among 360,000. AID 651550; in the data active means activity change below about -80%; inconclusive means mostly about -51% to -80%; further: on the % scale 0 is the no-effect control and ±100 the full control effect
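Single-point screen (50 µM final compound) in Neuro2A cells stimulated 20 min with 6 nM IGF at 37 deg C. After lysis, Ser473-phosphorylated Akt read by HTRF (ex 330 nm, em 615/665 nm) as the 665/615 ratio.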
Mm-Cpn inhibitor: M. maripaludis TRiC chaperonin inhibition; purified Mm-Cpn ATPase, ADP Transcreener TR-FRET; Potency, µM (top dose mostly 76.9 µM), for inactives: at the highest dose activity, negative = inhibition, usual class: inhibitors; hit rate 0.031% among 330,000; further: potency means the concentration at half of the fitted maximal effect; on the % scale 0 is the no-effect control and ±100 the full control effect; nearly all actives have a fitted effect of over 80% in size
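ATPase turnover read by TR-FRET ADP competition (Eu cryptate antibody/ADP-d2, 665/590 nm): 10uM ATP final, 25nM Mm-CPN final, 30 min 37degC after 10-min compound preincubation, pH 7.4 Tris/KCl/MgCl2/DTT buffer.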
TGFb inhibitor: inhibitors of TGF-b signaling; HepG2 CAGA-GFP TGF-b/SMAD3 reporter, GFP fluorescence, 18 h; TGF-beta stimulated, 500 pg/mL final; Potency, µM (highest dose often 46.1 µM), for the others: at the top dose activity, negative = inhibition, usual class: inhibitors; hit rate 1.2% among 410,000; AID 588855; further: potency means the concentration at half of the fitted maximal effect; on the % scale 0 is the no-effect control and ±100 the full control effect; nearly all actives have a fitted effect of over 65% in size
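HEPG2 CAGA-GFP cells (1000/well, DMEM with 1% FBS) were pre-incubated 2 h at 37 degrees C, given compound by pin tool, then stimulated with TGF-beta at 500 pg/mL final for 18 h before per-cell GFP fluorescence imaging.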
A549 viability: kills or reduces viability of A549 cells in Nrf2 counter-screen; hit rate 0.16% among 390,000; Potency, µM (top dose mostly 46 µM), for the others: at the top dose activity change, negative = cytotoxicity, hits mostly inhibitors; A549 ARE-Fluc cells, CellTiter-Fluor viability, 18-24 h; further: potency means the concentration at half of the fitted maximal effect; on the % scale 0 is the no-effect control and ±100 the full control effect
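A549 ARE_Fluc cells in 5% FBS OPTI-MEM were exposed to compounds in concentration-response for 18-24 h at 37 deg C. Viability was read by CellTiter-Fluor fluorescence (Ex 405/Em 525) after 30 min, before the luciferase read.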
Nrf2 activator: activators of Nrf2 (ARE) signaling; AREc32 ARE-luciferase reporter (MCF7-derived line), luminescence, 24 h; Potency, µM (titrated, usually from 46.1 µM), without a hit: at the highest dose activation, usual class: activators; hit rate 0.31% among 410,000; AID 624171; further: potency means the concentration at half of the fitted maximal effect; % of control where 0% means no effect; nearly all actives have a fitted effect of over 65% in size
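Steps: seed AREc32_Fluc cells (1000/well, 5% FBS OPTI-MEM); incubate overnight at 37 deg C; add 23 nL compound; incubate 24 hr; add Steady-Glo; hold 30 min RT; read luminescence.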
HepG2 viability: HepG2 cytotoxicity, counter-screen for TGF-b inhibitors; HepG2 CAGA-GFP viability, ATP luminescence, 18 h; Potency, µM (highest dose often 46.1 µM), inactives show at the top dose activity change, negative = cytotoxicity, most hits filed as cytotoxic; hit rate 0.76% among 410,000; AID 588856; further: potency means the concentration at half of the fitted maximal effect; some results filed as inactive show a strong effect at the top dose
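CellTiter-Glo luminescence gave cytotoxicity after 18 hours at 37 degrees C. The cells were HepG2 CAGA-GFP in 1% FBS DMEM, stimulated with 500 pg/mL TGF-beta after compound addition. %Activity was normalised to no-cell wells (complete cell-killing) and DMSO (no toxicity), and curves were fitted and classified.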
Abeta rescue: compounds reversing amyloid beta toxicity in yeast; hit rate 0.063% among 410,000; yeast expressing A-beta42, growth rescue, OD600, 48 h; response scale: 0% DMSO, 100% iron-clioquinol control; Potency, µM (series often up to 46.1 µM), for the others: top-dose growth rescue, usual class: activators; further: potency means the concentration at half of the fitted maximal effect; nearly all actives have a fitted effect of over 55% in size
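Yeast A-beta toxicity model in growth medium with pinned compounds, 48 h at 30 C; growth read as absorbance at 600 nm. Normalized to FeCl3/clioquinol equimolar mix (positive) and DMSO (negative).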
CCT chaperon mod: modulators of cytosolic chaperonin (CCT/TRiC) activity; activity change, % (test concentration not listed), hits read low; AID 651819; hit rate 0.3% among 360,000; purified chaperonin ATPase assay, HTRF ADP detection, 30 min; in the data active means activity change below about -30%; further: on the % scale 0 is the no-effect control and ±100 the full control effect
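First, chaperonin was dispensed at 40 nM or 20 nM final depending on batch activity. Next, compounds were pinned at 76 uM and ATP added at 10 uM. After 30 min at 37 °C, ADP detection reagents ran 30 min at ambient temperature.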
* hit, by the source's call; i = inactive; u = inconclusive; x = no result given; & = joins results of further samples. Unless noted, the call rests on the fitted dose curve; in most records, active means well fitted curve in the direction sought with a large enough effect; inconclusive means small, poorly fitted or top-dose-only effect, or another doubt; inactive means no such curve, though single readings can be large; an effect the other way counts as inactive or inconclusive. This is a random part of the collection, and some 4.3% of all compounds hit somewhere here.

SMILES	Nrf2 inh	Akt phos inh	Mm-Cpn inhibitor	TGFb inhibitor	A549 viability	Nrf2 activator	HepG2 viability	Abeta rescue	CCT chaperon mod
CCOc1ccc(C2=Nn3c(nnc3-c3ccccc3)SC2)cc1Cl	-11%	i	2%	-3%	-7%	0.1%	-9%	5%	-0.1
CC(C)CCNc1nc2c(c(=O)n(Cc3cccc(F)c3)c(=O)n2C)n1C	u	i	1%	-13%	-13%	-0.4%	-32%	18%	0.5
CCN(CC(=O)Nc1ccc(C#N)cc1)CC(=O)Nc1ccc2c(c1)OCCO2	x	i	x	-13%	x	6.9%	-46%	-7%	-1.8
O=C1NC2C(NC(=O)N2C2CCCCC2)N1C1CCCCC1 (stereo unspecified)	0%	i	0%	9%	-1%	0.2%	4%	19%	-2.3
CCOc1ccccc1N1CCN(C(=O)c2c(Cl)cnn2C)CC1	12%	i	0%	0%	0%	-0.9%	-5%	13%	1.4
CCOC(=O)N1CCC(N2C(=O)c3ccc(C(=O)Nc4ccc(OC)cc4)cc3C2=O)CC1	-2%	i	0%	6%	-9%	-0.1%	9%	6%	2.5
COC(=O)C1=C(C)NC2=C(C(=O)CC(c3cccs3)C2)C1c1ccsc1 (stereo unspecified)	-21%	i	1%	-13%	-4%	3.6%	-12%	6%	1.6
O=C(Nc1ccccc1)c1ccc2c(c1)OCCO2	u	i	0%	8%	-14%	-0.2%	-42%	-18%	2.3
CC(=O)c1ccc(S(=O)c2ccccc2)cc1 (stereo unspecified)	3%	i	2%	-1%	-2%	-0.5%	-42%	-10%	-1.7
CCC(C)N(C(=O)COC(=O)c1nc(Cl)ccc1Cl)C1CCS(=O)(=O)C1 (stereo unspecified)	3%	i	0%	4%	4%	3.4%	-19%	-8%	0.3
CCN(CC(=O)Nc1ccc(OC)cc1)CC(=O)Nc1ccc(Br)cc1F	u	i	-14%	11%	-7%	0.1%	8%	14%	-0.4
COc1cccc(C(=O)N(Cc2ccco2)c2ccccn2)c1	7%	x	x	-2%	-2%	-0.6%	-11%	-2%	x
COc1ccc(-c2csc(NC(=O)CSc3n[nH]c(C)n3)n2)cc1	u	i	1%	-7%	8%	8.2%	-17%	-9%	-1.1
C=CCOc1ccc(-c2nc3c(c(=O)[nH]c(=O)n3CCCC)n2C)cc1Br	3%	i	-1%	10%	1%	2.9%	-8%	0%	-0.4
CN(C)S(=O)(=O)c1ccc(C(=O)NCC(=O)N/N=C/c2ccccc2Cl)cc1	u	i	0%	1%	1%	-0.6%	-3%	9%	0.3
O=C1CC(N2CCSCC2)C(=O)N1c1ccccc1 (stereo unspecified)	14%	i	2%	1%	0%	0.0%	7%	7%	-0.9
Cc1sc(N)c(C(=O)c2ccccc2)c1C	-4%	i	-5%	-19%	7%	4.9%	-28%	-8%	-5.2
N#Cc1c(Nc2ccccc2C(F)(F)F)s[nH]c1=O	4%	i	-2%	20µM*	-8%	6.2%	-53%	u	-0.8
O=C(c1ccc(Cl)c(S(=O)(=O)N2CCOCC2)c1)N(c1ccccn1)C1CCCCC1	u	i	1%	21%	2%	-0.5%	4%	4%	-0.6
S=C(NCCc1ccc(Cl)cc1)NCc1ccccc1	u	i	-3%	u	-14%	0.3%	-78%	u	-0.1
Cc1ccc(C(C)C)c(OCC(O)CN2CCc3ccccc3C2)c1 (stereo unspecified)	u	i	-1%	u	u	-0.4%	-43%	3%	-2.2
Cc1ccc(C)c(-c2ccc(=O)n(Cc3ccc(F)cc3Cl)n2)c1	-19%&-29%	i	-3%	13µM*	3%&0%	1.4%&6.7%	-21%&-71%	-2%&-7%	0.7
Cc1cc(=O)n(C(C)Cc2ccccc2)n1C(C)Cc1ccccc1 (stereo unspecified)	3%	i	x	-7%	-7%	3.3%	-7%	-2%	0.2
CCOc1ccc(CCNC(=O)c2cc(C)nc3ccccc23)cc1OCC	-7%	i	2%	0%	-2%	0.1%	-2%	-7%	0.7
COc1ncnc2c1ncn2CCCNCc1ccco1	x	i	x	2%	x	-1.2%	2%	13%	1.6
C/C(=N\NC(=O)c1cccc(S(=O)(=O)N2CCOCC2)c1)c1ccc(C)cc1	-12%	i	2%	-18%	-2%	-0.1%	0%	6%	-2.0
O=[N+]([O-])c1cccc(NC2=NCCC2)c1	-3%	i	-7%	-4%	12%	0.1%	-4%	-12%	-1.8
CCOC(=O)N1CCC(NC(=O)C2CCN(C(=O)N3CC(C)Oc4ccc(C)cc43)CC2)CC1 (stereo unspecified)	3%	i	x	-5%	6%	0.4%	-13%	3%	1.4
CC(=O)OC1CCC(OC(C)=O)c2c1n([O-])c(C)c(C)[n+]2=O (stereo unspecified)	12%	i	-2%	14%	1%	1.8%	-3%	16%	-1.2
CC1=C(C(=O)Nc2ccccc2)C(c2ccc(F)cc2)n2nc(SCc3cc(C)ccc3C)nc2N1 (stereo unspecified)	x	x	x	8%	8%	-0.9%	-30%	-17%	x
CCc1cccc(C)c1NC(=S)NCc1cccn1C	14%	i	-1%	-10%	-1%	0.2%	4%	-4%	-1.5
CC(C#N)(Nc1ccc(Cl)cc1)c1cccnc1 (stereo unspecified)	-8%	i	0%	-13%	10%	0.2%	-12%	0%	0.3
COc1ccc(CNC(=O)c2ccc3nc(-c4ccc(F)cc4)c(-c4ccc(F)cc4)nc3c2)cc1	x	x	x	-6%	3%	0.0%	0%	-19%	x
C[C@@H](C(=O)N[C@@H](Cc1c[nH]c2ccccc12)C(=O)O)n1nnc2ccccc2c1=O	12%	i	1%	3%	1%	0.0%	-5%	6%	-1.3
NC(=O)CN1CCN(C2CC(=O)N(CCc3ccccc3)C2=O)CC1 (stereo unspecified)	-8%	i	4%	1%	1%	0.0%	-8%	-7%	-1.4
COc1cc(NC(=O)CC2C(=O)N(c3cccc(C)c3)C(=O)N2Cc2ccc(F)cc2)cc(OC)c1 (stereo unspecified)	17%	x	x	u	-15%	0.6%	-24%	8%	x

Some of the entries so far, in CSV form.
smiles,Nrf2 inh,Akt phos inh,Mm-Cpn inhibitor,TGFb inhibitor,A549 viability,Nrf2 activator,HepG2 viability,Abeta rescue,CCT chaperon mod
C/C(=N\NC(=O)c1cccc(S(=O)(=O)N2CCOCC2)c1)c1ccc(C)cc1,-12%,i,2%,-18%,-2%,-0.1%,0%,6%,-2.0
O=[N+]([O-])c1cccc(NC2=NCCC2)c1,-3%,i,-7%,-4%,12%,0.1%,-4%,-12%,-1.8
CCOC(=O)N1CCC(NC(=O)C2CCN(C(=O)N3CC(C)Oc4ccc(C)cc43)CC2)CC1 (stereo unspecified),3%,i,x,-5%,6%,0.4%,-13%,3%,1.4
CC(=O)OC1CCC(OC(C)=O)c2c1n([O-])c(C)c(C)[n+]2=O (stereo unspecified),12%,i,-2%,14%,1%,1.8%,-3%,16%,-1.2
CC1=C(C(=O)Nc2ccccc2)C(c2ccc(F)cc2)n2nc(SCc3cc(C)ccc3C)nc2N1 (stereo unspecified),x,x,x,8%,8%,-0.9%,-30%,-17%,x
CCc1cccc(C)c1NC(=S)NCc1cccn1C,14%,i,-1%,-10%,-1%,0.2%,4%,-4%,-1.5

(continued)
SMILES	Nrf2 inh	Akt phos inh	Mm-Cpn inhibitor	TGFb inhibitor	A549 viability	Nrf2 activator	HepG2 viability	Abeta rescue	CCT chaperon mod
Cc1csc(SCCn2c(Br)nc3c2c(=O)[nH]c(=O)n3C)n1	-17%	i	1%	-18%	-16%	0.1%	0%	-2%	0.2
CCN1CCN(C(=O)c2cc3c(s2)-c2ccccc2S(=O)(=O)C3)CC1	10%	i	-2%	0%	1%	0.1%	-28%	-11%	-5.0
COCCN1CC(C(=O)NCCc2nc(C)c(C)s2)CCC1=O (stereo unspecified)	6%	i	-1%	12%	0%	-0.2%	4%	1%	-1.1
Cc1ncc(CN2CCN(Cc3ccc(F)cc3)C(CCO)C2)s1 (stereo unspecified)	-1%	i	0%	-3%	8%	5.7%	-9%	-12%	-5.0
CC(=O)NCc1ccc(-c2csc(-c3cccs3)n2)cc1	u	i	-6%	-35%	-4%	5.6%	-17%	15%	0.0
CC(C)c1ccc(NC2CCCN(C(=O)CCN3CCCO3)C2)cc1 (stereo unspecified)	18%	i	1%	0%	11%	0.2%	-3%	-6%	1.1
CCN1C(=S)SC(=O)C1=C1C=C(C)OC(C)=C1	u	i	-2%	-1%	4%	0.4%	-40%	-8%	-2.8
COCCOC(=O)c1c(C)oc2ccc(OC(=O)c3c(OC)cccc3OC)cc12	-12%	i	-3%	1%	-8%	2.1%	-2%	8%	0.3
CCCCNS(=O)(=O)c1ccc2nc(SCC(=O)N3CC(C)OC(C)C3)[nH]c2c1 (stereo unspecified)	u	i	-2%	3%	-2%	1.9%	-4%	-17%	-1.0
CCN(C(=O)Cn1c(=O)oc2cc(S(=O)(=O)N3CCOCC3)ccc21)c1ccccc1	1%	i	-1%	18%	-2%	0.0%	-3%	x	-1.1
O=C(COc1cc2oc(=O)cc(-c3ccccc3)c2cc1Cl)NC(Cc1c[nH]c2ccc(O)cc12)C(=O)O (stereo unspecified)	8%	i	-2%	3%	1%	-0.4%	-3%	-10%	-3.7
Cc1cccc(N2CCN(S(=O)(=O)c3ccc(-c4cc(C(F)(F)F)on4)s3)CC2)c1C	-8%	x	x	0%	-3%	-0.1%	5%	-15%	x
O=[N+]([O-])c1cccnc1Oc1ccc(F)cc1	u	i	1%	10%	5%	-0.2%	-5%	-2%	-0.9
Cc1cccc(CCN2C(Nc3ccccc3)=NC[C@@H]2CC(C)C)c1	9%	i	-1%	6.3µM*	-7%	0.4%	1%	-17%	-1.6
